Screening data: PubChem, National Center for Advancing Translational Sciences (NCATS)
FBPA coupling cs: coupling enzyme interference in Giardia aldolase counter-screen. 290,000 compounds, 0.67% hits. activity change, negative = inhibition, % at 58.2 µM, hits read low. AID 2472. coupling enzyme system counterscreen, AmpLite Red fluorescence; in the data active = activity change below about -30%; note: % is set by controls: 0 for no effect and ±100 for the full control effect
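First, compound is pin-transferred into glyceraldehyde-3-phosphate coupling-enzyme reagent at 57.5 uM final and held 10 min at RT. Next, substrate, coupling system and AmpLite Red are added. After 20 min RT, fluorescence (525/598 nm) is read.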
Rab9 promoter act: activates the Rab9 promoter | Potency, µM (series often up to 9.22 µM), without a hit: top-dose activation, negative = inhibition, most hits filed as activators | 320,000 compounds, 2.8% hits | Huh7 Rab9 promoter-luciferase reporter, luminescence, 24 h; note: potency is the fitted concentration of half-maximal effect; % of control where 0% means no effect; nearly all actives have a fitted effect of over 60% in size
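Measured in stably transfected Huh7 cells bearing a Rab9 promoter–luciferase construct: 24 h compound treatment at 37 °C, followed by luminescence detection.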
uPA surface inh: cell surface uPA generation inhibition. cell surface uPA generation assay, qHTS. Potency, µM (doses to about 38.3 µM), for inactives: at the highest dose activity change, negative = inhibition, actives largely listed as inhibitors. 330,000 compounds, 0.31% hits. AID 540303; active = well fitted inhibition curve with a large enough effect; inconclusive = small, poorly fitted or top-dose-only effect; inactive = no such curve, though single readings can be large or run the other way; tested in mouse RAW 264.7 cells; note: potency is the fitted concentration of half-maximal effect; % is set by controls: 0 for no effect and ±100 for the full control effect; nearly all actives have a fitted effect of over 55% in size
Gal4-VP16 FLuc: Gal4-VP16 reporter inhibition counter-screen | Potency, µM (series often up to 53.6 µM), inactives show at the top dose activity, negative = inhibition, hits mostly inhibitors | 310,000 compounds, 3.5% hits | AID 2546 | Drosophila S2 Gal4-VP16 UAS-luciferase, luminescence, 20 h;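 note: Gal4-VP16 expression switched on by copper sulfate through the metallothionein promoter; potency is the fitted concentration of half-maximal effect; % is set by controls: 0 for no effect and ±100 for the full control effect; nearly all actives have a fitted effect of over 50% in size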
RORg inh: ROR gamma (mouse) transcription inhibition; Drosophila S2 Gal4-RORgamma UAS-luciferase reporter, 20 h; Potency, µM (top dose mostly 53.6 µM), without a hit: top-dose activity change, negative = inhibition, usual class: inhibitors; 310,000 compounds, 5.4% hits; note: potency is the fitted concentration of half-maximal effect; % is set by controls: 0 for no effect and ±100 for the full control effect; nearly all actives have a fitted effect of over 60% in size
Target sequence (P51450 whole entry, looked up, the tested form may be a part): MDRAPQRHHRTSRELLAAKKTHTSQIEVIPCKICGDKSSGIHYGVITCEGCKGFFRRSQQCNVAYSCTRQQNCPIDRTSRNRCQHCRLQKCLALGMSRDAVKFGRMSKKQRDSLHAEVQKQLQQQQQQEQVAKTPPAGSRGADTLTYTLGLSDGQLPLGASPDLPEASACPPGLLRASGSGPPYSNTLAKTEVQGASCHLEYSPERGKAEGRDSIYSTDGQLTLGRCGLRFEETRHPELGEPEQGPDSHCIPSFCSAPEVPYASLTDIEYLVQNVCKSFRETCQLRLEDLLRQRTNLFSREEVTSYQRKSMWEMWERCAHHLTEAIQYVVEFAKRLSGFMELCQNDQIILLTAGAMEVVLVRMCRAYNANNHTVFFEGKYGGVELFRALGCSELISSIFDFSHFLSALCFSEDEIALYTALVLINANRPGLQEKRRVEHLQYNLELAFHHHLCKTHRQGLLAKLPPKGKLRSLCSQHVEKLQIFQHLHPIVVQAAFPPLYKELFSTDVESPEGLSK
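Schneider cells (Drosophila), stable Gal4 DBD–ROR gamma + UAS-luc; 1 hr cmpd preincubation; Cu2+ induction 700 uM final; 20 hr ambient; luminescence.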
FLuc counter: firefly luciferase modulation, counter-screen for miR-21 project; 360,000 compounds, 6.9% hits; Potency, µM (top dose mostly 57.5 µM), inactives show at the highest dose activity change, negative = inhibition, hits mostly inhibitors; purified FLuc, Km substrates, luminescence inhibition;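 note: potency is the fitted concentration of half-maximal effect; plate controls were vehicle for no effect and reference inhibitor for full effect; nearly all actives have a fitted effect of over 55% in size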
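Purified P. pyralis luciferase (10nM final) with 10uM D-luciferin and 10uM ATP (Km levels) in 50mM Tris acetate pH 7.5, 10mM Mg acetate, 0.01% Tween-20, 0.05% BSA; qHTS 6-point titration, ~60 µM downward; luminescence read.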
NPC1 prom act: activates the NPC1 promoter; Huh7 NPC1 promoter luciferase reporter, 24 h; Potency, µM (top dose mostly 9.22 µM), without a hit: at the top dose activation, usual class: activators; 320,000 compounds, 2.4% hits;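 note: potency is the fitted concentration of half-maximal effect; % of control where 0% means no effect; nearly all actives have a fitted effect of over 60% in size; reporter is driven by a mutant NPC1 promoter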
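Cells: Huh7 expressing luciferase under the NPC1 promoter, 1500/well. Seeded 2 h, compound added, incubated 24 h at 37 °C. Luciferase reagent, 10 min ambient, then luminescence.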
KCNH2 3.1 block: blocks the human KCNH2 3.1 channel isoform. U2OS KCNH2 3.1, thallium flux FluxOr; hits give low values. activity change, % (tested at about 1.8 µM). 340,000 compounds, 0.95% hits. AID 720553;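 active = maximum activity change below -70%; inconclusive = maximum activity change from -70% to -50%; inactive = maximum activity change above -50%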;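 note: thallium influx rate constant from kinetic fluorescence after stimulation buffer; % is set by controls: 0 for no effect and ±100 for the full control effect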
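U2OS cells transduced with KCNH2 3.1 mutant virus (1.77 x 10^8 /mL, 4 h), plated overnight at 37 C, loaded 45 min with FluxOr dye plus Red40 quencher. Thallium flux rate constant from kinetic reads after stimulation buffer, normalised to controls.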
Tb PFK inh: T. brucei PFK enzyme inhibition. O15648. T. brucei PFK, ADP-Glo luminescence. Potency, µM (highest dose often 57.5 µM), inactives show top-dose activity, negative = inhibition, actives largely listed as inhibitors. 330,000 compounds, 0.17% hits. AID 485367;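 note: potency is the fitted concentration of half-maximal effect; 0% = uninhibited 1x PFK enzyme wells and -100% = no-enzyme wells; nearly all actives have a fitted effect of over 60% in size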
Target sequence (O15648 whole entry, looked up): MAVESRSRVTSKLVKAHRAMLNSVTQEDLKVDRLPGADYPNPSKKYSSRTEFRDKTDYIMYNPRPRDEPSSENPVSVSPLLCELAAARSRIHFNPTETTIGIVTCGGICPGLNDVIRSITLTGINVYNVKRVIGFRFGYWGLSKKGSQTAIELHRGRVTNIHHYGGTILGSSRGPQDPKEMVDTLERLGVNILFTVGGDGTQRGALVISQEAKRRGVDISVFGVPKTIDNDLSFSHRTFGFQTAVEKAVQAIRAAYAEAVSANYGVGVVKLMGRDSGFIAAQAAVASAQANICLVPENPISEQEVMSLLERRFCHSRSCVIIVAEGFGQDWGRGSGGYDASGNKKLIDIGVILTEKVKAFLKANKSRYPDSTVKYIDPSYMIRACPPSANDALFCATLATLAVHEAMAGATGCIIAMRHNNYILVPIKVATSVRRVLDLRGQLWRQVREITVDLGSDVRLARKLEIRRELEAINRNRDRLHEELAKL
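Activity is normalized to no-enzyme wells (full inhibition) and 1.25 nM enzyme wells (no inhibition). Reaction: 0.5 mM F6P, 0.1 mM ATP, 45 min RT, ADP-Glo luminescence; concentration-response curves fitted and classed by quality.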
ELG1 genotox: genotoxicity induction in ELG1-luciferase HEK293T cells; HEK293T ELG1-luciferase reporter, luminescence, 16 h; Potency, µM (highest dose often 46 µM), for inactives: at the highest dose activity change, positive = activation, hits mostly activators; 330,000 compounds, 1.3% hits; note: potency is the fitted concentration of half-maximal effect; % of control where 0% means no effect; nearly all actives have a fitted effect of over 60% in size
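Luminescence read-out: rising ELG1-luciferase signal, reflecting elevated ELG1 protein under genetic stress, flags genotoxic compounds. Cells were treated for 16 hr at 37 °C before ONE-Glo detection.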
Giardia kill: Giardia lamblia killing. Giardia lamblia trophozoite viability. activity change, % at 7.66 µM, hits read low. 340,000 compounds, 0.15% hits. AID 540267; in the data active = activity change below about -80%; inconclusive = between about -30% and that limit;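 note: parasites exposed to compound for two days anaerobically before the ATP read; % is set by controls: 0 for no effect and ±100 for the full control effect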
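Luminescent ATP signal served as the viability read-out, measured 15-30 min after adding ATP detection reagent to trophozoites that had been incubated with compounds for 48 hrs at 37 deg C anaerobically at 100 cells/well.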
Starred values were filed as active, the others as inactive; ? = inconclusive; / = no result given; [ ] = remark or other dose. Unless noted, calls come from the whole dose curve; as a rule, active = well fitted curve in the direction sought with a large enough effect; inconclusive = small, poorly fitted or top-dose-only effect, or another doubt; inactive = no such curve, though single readings can be large; an effect the other way counts as inactive or inconclusive.

SMILES	Rab9 promoter act	RORg inh	Tb PFK inh	Giardia kill	Gal4-VP16 FLuc	uPA surface inh	FLuc counter	KCNH2 3.1 block	ELG1 genotox	NPC1 prom act	FBPA coupling cs
COc1ccc(S(=O)(=O)N2CCOCC2)cc1NC(=O)c1c(-c2ccccc2)noc1C	2%	/	1%	-4	/	2%	1%	-5	-3%	-1%	/
COc1cccc(C2Nc3ccccc3NC3=C2C(=O)CC(C)(C)C3)c1 (stereo not given)	-2%	-12%	-12%	14	-2%	5%	2%	2	-3%	?	0
Cc1c(Cl)cccc1NC(=O)CNc1cccc(S(=O)(=O)N(C)C)c1	1%	31%	-5%	6	-12%	5%	-1%	-2	-1%	-7%	1
Nc1ccccc1Sc1c[nH]c2ccccc12	-13%	-1%	10%	2	-6%	-26%	5%	-9	4%	-1%	/
c1ccc(-c2ncc(CSc3nncn3-c3ccccc3)s2)cc1	1%	-33%	3%	8	16%	1%	0%	-26	0%	1%	0
Cc1cc[n+]2n1CC(O)C2 (stereo not given)	3%	-2%	-3%	8	-5%	7%	2%	8	0%	-3%	4
O=C(Nc1ccccc1-c1ccccc1)NC1CC2CCCC(C1)N2Cc1ccc(F)cc1 (stereo not given)	0%	0%	2%	2	-2%	18%	0%	-20	-4%	-5%	2
O=C(C1=NN[C@@H]2C(=O)N(c3cccc(F)c3)C(=O)[C@H]12)c1ccc2ccccc2n1	2%	-2%	2%	27	8%	1%	?	8	3%	-3%	2
S=c1[nH]nc(COc2cccc(Cl)c2)n1Cc1ccccc1	-4%	1.4µM*	-4%	?	?	0%	-19%	3	0%	-1%	0
COc1ccc(C2CC(c3cc(Br)ccc3F)n3nnnc3N2)cc1 (stereo not given)	-4%	2%	-2%	-13	7%	-2%	6%	/	-3%	-2%	-3
Nc1ncnc2nc(SCC(=O)Nc3ccccc3F)[nH]c12	13%	42%	5%	4	-4%	-2%	1%	-14	14%	0%	2
Cc1ccc(-c2nnn(CC(=O)N(CCCO)C(C(=O)NC3CCCC3)c3ccc(Cl)cc3)n2)o1 (stereo not given)	0%	43%	0%	12	-4%	1%	-2%	-1	8%	-1%	-1
Cc1cc(-c2nnc3n2N=C(c2ccc(-c4ccccc4)cc2)CS3)n[nH]1	-7%	21%	13%	14	?	6%	17µM*	-41	0%	-1%	5
CSc1nn2c(C(F)(F)F)cc(C(F)(F)F)nc2c1C(=O)O	-3%	27%	0%	9	-15%	7%	-4%	-7	-4%	-3%	4
O=C(NC1CCN(Cc2ccccc2)C1)c1cccc(S(=O)(=O)N2CCOCC2)c1 (stereo not given)	-5%	/	-3%	3	/	-4%	-1%	-7	2%	1%	/
Cc1cc(C)c(NC(=O)CN2C(=O)NC3(CCCc4ccccc43)C2=O)c(Cl)c1 (stereo not given)	-4%	/	0%	17	/	28%	-3%	5	0%	0%	/
CC(C)c1cccc(C2=CC(=O)C[C@H](c3ccc(F)cc3)C2)c1	1%	/	0%	40[activator]	/	10%	2%	-9	0%	0%	/
CCc1nnc(NC(=O)CSc2ccc(-c3ccc(F)cc3)nn2)s1	-3%	-9%	1%	/	1%	/	11µM*	/	?	2%	1
CC1CCCC(C)N1C(=O)CSc1nnnn1C1CCCC1 (stereo not given)	23%	5%	-4%	2	10%	1%	-16%	-1	5%	25%	1
CCn1c(COc2ccccc2C)nnc1SCC(=O)Nc1cc(C)on1	-1%	-9%	1%	48[activator]	-3%	/	1%	14	7%	0%	3
O=S1(=O)C=CC(Nc2cccc(Cl)c2)C1 (stereo not given)	-5%	3%	?	4	-7%	?	-3%	13	-26%	-1%	1
COC(=O)Cc1ccc(NC(=O)c2ccc(NC(=O)c3ccco3)cc2)cc1	7%	2%	-10%	-3	7%	-2%	-2%	-24	2%	-4%	-1
COc1cccc(-n2c(SCC(=O)NC3CCCCC3)nc3n[nH]c(C)c3c2=N)c1	-4%	-17%	-12%	12	?	-12%	-6%	14	-5%	-14%	-6
O=S(=O)(NCc1ccccc1)NCc1ccccc1	2%	10%	-1%	13	-13%	1%	4%	/	0%	-1%	2
CSc1ccc(-c2nc(CSCC(=O)NCCCN3CCOCC3)c(C)o2)cc1	-1%	-29%	-2%	-15	-11%	-6%	-17%	-7	1%	0%	0
COC(=O)C(C)Sc1nnc(Cc2cc(=O)[nH]c(=O)[nH]2)n1-c1ccc(OC)cc1 (stereo not given)	-8%	-34%	-3%	-7	-2%	12%	0%	-2	1%	2%	-2
Cc1ccc(C)c(Nc2ncnc(N)c2[N+](=O)[O-])c1	-3%	-8%	0%	-9	-10%	1%	5%	-2	10%	-6%	-2
CN(CC(=O)NCCc1ccc(S(N)(=O)=O)cc1)CC(=O)Nc1ccccc1C(F)(F)F	/	/	0%	-14	/	4%	/	-9	9%	/	/
O=S(=O)(Cc1ccccc1)c1cnc2ccccc2n1	-2%	?	-1%	-4	-2%	-13%	4%	4	3%	-3%	2
CC(=O)N/C(=C/c1ccccc1)C(=O)NCCO	-3%	-6%	0%	-1	-1%	0%	0%	18	0%	1%	0
CC(=O)c1c(N2CCCCC2)nc(=O)n(-c2ccccc2)c1C	-2%	2%	0%	-9	-8%	1%	6%	-10	-1%	-1%	-1
Cc1c(Br)c(O)c(Br)c2sc(=O)oc12	4%	12%	?	-24	-2%	-7%	-15%	-1	-3%	-2%	5
O=C(CCCn1c(=O)[nH]c2cc(Cl)ccc2c1=O)NCCCN1CCN(c2ccc(F)cc2)CC1	2%	-67%	-1%	-27	?	0%	-9%	-19	-3%	-4%	1
NC(=O)c1ccc(NC(=O)COC(=O)C2(c3cccc(F)c3)CCCC2)cc1	-8%	20%	1%	-9	6%	5%	0%	-3	-5%	-6%	4
CC1(C)CN(c2cccc(-c3ccnc4ncnn34)c2)C1=O	-11%	-15%	-2%	0	5%	-1%	-2%	0	13%	2%	0
CC(=O)N(O)CCCCCNC(=O)CCC(=O)N(O)CCCCCNC(=O)CCC(=O)N(O)CCCCCNC(=O)CCC(=O)O	/	/	0%	1	/	8%	/	2	6%	/	/
Cc1cc(=O)oc2cc(OCC#N)ccc12	-2%	16%	0%	-9	?	-6%	0%	11	-5%	-1%	1
COC(=O)c1ccccc1S(=O)(=O)N(Cc1ccco1)Cc1cc2cc(OC)ccc2[nH]c1=O	1%	11%	?	-4	12%	10%	3%	6	-11%	-3%	3
COc1ccc(-c2c(C(F)(F)F)nn(C)c2NC(=O)c2ccco2)cc1	-3%	12%	-1%	7	1%	-21%	-3%	11	-1%	0%	3
O=C(Nc1ccc(S(=O)(=O)NC2=NCCCCC2)cc1)c1cc(S(=O)(=O)N2CCOCC2)ccc1F	0%	-24%	4%	7	13%	-2%	2%	-2	0%	4%	1
CCC(=O)Nc1nnc(S(=O)(=O)N(C)c2ccccc2)s1	2%	-17%	-6%	-10	-1%	-3%	0%	3	1%	-3%	-2
CC(C)C(=O)OC/C(O)=C(\C#N)c1nc2ccccc2[nH]1	-6%	6.3µM*	5%	8	10µM*	3%	-7%	7	-1%	-4%	-9
C/C(N)=C(/C#N)C(=O)CSc1nc2ccccc2c(=O)n1-c1ccccc1C	5%	?	-2%	7	-4%	-22%	5%	0	6%	-2%	-5
O=C(Nc1cccc(NC(=O)c2sc3ccccc3c2Cl)c1)c1ccco1	10%	17%[10 µM]	-1%	-1	-9%	-6%	2.7µM*	-27	-8%	12%	-6
COc1ccc(OC)c(/C=C/C(=O)OCC(=O)c2c(N)n(C)c(=O)n(C)c2=O)c1	-5%	11%	6%	5	-2%	3%	1%	-2	6%	1%	2
Cc1nn(-c2ccccc2)c(N2CCCC2)c1/C=N/NC(=O)C1CC1	-1%	-7%	1%	3	-1%	-4%	5%	10	-8%	-5%	-7
Cc1cccc(-c2nsc(SCC(=O)Nc3cc(C)on3)n2)c1	5%	-7%	-3%	-5	-3%	24%	5%	19	3%	2%	1
Clc1cccc(Cl)c1CSc1nnc(-c2ccncc2)s1	14%	9%	4%	-10	14%	3%	15µM*	-9	5%	22%	-1
O=C(CSc1nccn1-c1cccc(Cl)c1)NC1CCCC1	14%	-2%	-4%	-10	10%	1%	0%	-2	0%	-7%	8
CC(O)[C@@]1(O)CC[C@H]2[C@@H]3CC[C@H]4C[C@@H](O)CC[C@]4(C)C3=CC[C@@]21C (stereo not given in full)	1%	/	4%	16	/	6%	0%	36	1%	6%	/
O=C(Cc1ccc(Br)cc1)NCCc1ccc(F)cc1	0%	21%	-10%	-25	-5%	2%	-3%	-11	0%	-1%	-2
O=C(c1cc2cc(Cl)ccc2oc1=O)N1CCOCC1	0%	11%	2%	-16	-2%	3%	0%	1	1%	-3%	0
